Assay outcomes: PubChem, The Scripps Research Institute Molecular Screening Center
TPT1 inh: Candida albicans TPT1 enzyme inhibitors, primary screen, biochemical, fluorescence polarization | 0.81% of 300,000 active | inhibition, % at 5 µM | AID 1962, 2009 | recombinant caTPT1, FP RNA substrate dephosphorylation;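 active = inhibition above the mean of all tested compounds plus 3 SD, set per screening campaign, cut at about 24% in these data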;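 note: plate controls were DMSO alone for no effect and ferristatin control at 100 nM for full effect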
PP1 inh: PP1-alpha phosphatase inhibitors, primary screen, counter-screen for PP5 inhibitor project, biochemical, fluorescence, OMFP substrate, single point | Serine/threonine-protein phosphatase PP1-alpha catalytic subunit (Homo sapiens), P62136 | purified PP1alpha | inhibition, % at 6.7 µM | 0.9% of 320,000 active | AID 2235, 2010;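 active = inhibition above the mean inhibition of all tested compounds plus 3 SD, computed separately for each screening campaign, cut at about 15% in these data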
Target sequence (P62136 whole entry, looked up): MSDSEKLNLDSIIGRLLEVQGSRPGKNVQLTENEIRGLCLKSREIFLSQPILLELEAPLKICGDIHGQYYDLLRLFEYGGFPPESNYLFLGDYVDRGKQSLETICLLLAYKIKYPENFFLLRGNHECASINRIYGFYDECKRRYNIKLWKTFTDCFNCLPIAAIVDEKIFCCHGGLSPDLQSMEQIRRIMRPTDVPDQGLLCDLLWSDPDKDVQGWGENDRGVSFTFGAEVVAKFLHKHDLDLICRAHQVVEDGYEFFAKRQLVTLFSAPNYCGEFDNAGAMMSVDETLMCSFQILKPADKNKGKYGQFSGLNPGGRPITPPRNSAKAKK
procasp3 activ: activators of human procaspase-3 D3A mutant, primary screen, biochemical, absorbance, PC-3 D3A mutant, single concentration. Caspase-3 (Homo sapiens), P42574. recombinant procaspase-3 D3A, Ac-DEVD-pNA absorbance 405 nm. activation, % at 8.5 µM. 0.11% of 330,000 active;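 active = activation above the mean of all tested compounds plus 3 SD, cut at about 21% in these data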;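 note: 0% = DMSO alone and 100% = DMSO wells spiked with extra 5 µM PC-3 D3A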
Target sequence (P42574 whole entry D9A/D28A/D175A): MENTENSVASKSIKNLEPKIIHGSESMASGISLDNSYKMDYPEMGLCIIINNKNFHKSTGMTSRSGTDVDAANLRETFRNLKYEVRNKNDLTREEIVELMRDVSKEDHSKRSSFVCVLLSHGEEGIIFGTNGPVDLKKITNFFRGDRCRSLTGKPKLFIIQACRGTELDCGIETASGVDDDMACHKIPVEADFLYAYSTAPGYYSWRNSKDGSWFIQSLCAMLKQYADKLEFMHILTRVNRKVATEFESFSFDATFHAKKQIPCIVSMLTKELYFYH
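Assay system – Procaspase-3 D3A mutant · Benchmarks – DMSO low control, extra-enzyme high control · Technique – 405 nm absorbance of p-nitroaniline, reads at 0 and 120 min · Doses – 8.5 µM nominal · Measure – % activation between DMSO and enzyme-spiked controls · Also added – Ac-DEVD-pNA chromogenic peptide substrate · Schedule – 1 h compound preincubation, 2 h substrate hydrolysis at 25 °C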
Fh CTSL1 inh: Fasciola hepatica cathepsin L1 inhibitors, primary screen, counter-screen for PFM18AAP inhibitor project, biochemical, QFRET, fluorogenic peptide substrate; AID 1906, 2009; 0.49% of 300,000 active; inhibition, % at 5.96 µM; recombinant F. hepatica cathepsin L1, Z-Leu-Arg-MCA fluorescence;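 active = inhibition above the mean of all tested compounds plus 3 SD, set per screening campaign, cut at about 17% in these data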;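 note: 0% = plate median of test compound wells and 100% = 1 µM Z-Phe-Ala-diazomethylketone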
AHR activator: AHR activators, primary screen, cell-based, luminescence, luciferase reporter, human; AHR-responsive luciferase reporter cells; Aryl hydrocarbon receptor (Homo sapiens), P35869; 2.5% of 320,000 active; activation, % at 5 µM; in the data active = activation above about 47%;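 note: 0% = vehicle wells and 100% = reference agonist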
PP5 primary: PP5 phosphatase inhibitors, primary screen, biochemical, fluorescence. inhibition, % at 6.7 µM. 0.18% of 320,000 active. Serine/threonine-protein phosphatase 5 (Homo sapiens), P53041. AID 1987, 2009. purified PP5c, OMFP substrate fluorescence;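 active = inhibition above the campaign's mean inhibition across all tested compounds plus 3 SD, cut at about 9.5% in these data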;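 note: 0% = DMSO only and 100% = 100 µM cantharidin control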
proCasp7 act: procaspase-7 activators, primary screen, counter-screen for procaspase-3 activator project, biochemical, absorbance, HTS, human. Caspase-7 (Homo sapiens), P55210. recombinant procaspase-7, Ac-DEVD-pNA absorbance 405 nm; D23A/D198A/D206A triple mutant, cannot self-cleave; scale: DMSO 0, 5 µM enzyme 100. activation, % at 8.5 µM. 0.093% of 330,000 active. AID 463210, 2010;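 active = percent activation above the screen-wide mean plus 3 SD, cut at about 25% in these data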
Target sequence (P55210 whole entry D23A/D198A/D206A): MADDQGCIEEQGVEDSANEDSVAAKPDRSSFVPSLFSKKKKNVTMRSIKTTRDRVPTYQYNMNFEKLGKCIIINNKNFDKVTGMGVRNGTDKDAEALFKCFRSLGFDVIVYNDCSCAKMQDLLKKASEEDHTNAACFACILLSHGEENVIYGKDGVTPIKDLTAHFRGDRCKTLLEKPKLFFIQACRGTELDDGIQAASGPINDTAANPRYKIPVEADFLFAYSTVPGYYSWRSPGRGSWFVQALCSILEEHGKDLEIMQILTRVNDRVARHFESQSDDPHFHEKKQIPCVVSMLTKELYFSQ
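Replicates: singlicate. Assay system: Procaspase-7 triple mutant (PC-7 D3A). Signal: 405 nm absorbance of p-nitroaniline. Times: 1 h preincubation, 2 h reaction. Buffer or medium: Zinc-free HEPES pH 7.4 with 300 mM NaCl, 0.01% Triton X-100. Also added: DEVD-pNA substrate. Benchmarks: DMSO wells as 0%, DMSO with 5 µM added PC-7 as 100%.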
HCV core dimer: inhibitors of HCV core protein dimerization, primary screen, biochemical, TR-FRET, high-throughput; 0.33% of 300,000 active; inhibition, % at 5 µM; TR-FRET GST/Flag-core106 dimerization, 1536-well; AID 1899, 2009;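 active = inhibition above the mean of all tested compounds plus 3 SD, set per screening campaign, cut at about 45% in these data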
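Material: Tagged HCV core106 pair (GST and Flag) | Amount: GST-core106 13.5 nM, Flag-core106 17 nM | Medium: KF-containing HEPES buffer, pH 7.45, DTT, CHAPS, BSA | Reagent: Eu donor and XL665 acceptor anti-tag antibodies | Schedule: 4 h at 22.5 °C | Technique: Time-resolved FRET, ex 340 nm, em 617 and 671 nm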
PAFAH2 FP inh: PAFAH2 enzyme inhibitors, primary screen, biochemical, fluorescence polarization, human; recombinant PAFAH2, FP-rhodamine activity probe; inhibition, % at 3.39 µM; Platelet-activating factor acetylhydrolase 2, cytoplasmic (Homo sapiens), Q99487; 0.99% of 340,000 active;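 active = inhibition above the mean over all tested compounds plus 3 SD, cut at about 30% in these data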;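 note: inhibitors block probe labeling of enzyme so polarization drops; 0% = enzyme with DMSO and 100% = wells lacking PAFAH2 protein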
* marks the source's active call; other numbers are inactive results; nt = not tested or not shown.

Results follow in this order: TPT1 inh	PP1 inh	procasp3 activ	Fh CTSL1 inh	AHR activator	PP5 primary	proCasp7 act	HCV core dimer	PAFAH2 FP inh
Cc1ccc(C)c(-n2nnnc2SCC(=O)c2ccc3c(c2)NC(=O)CO3)c1
  0	1	3	2	-3	1.3	-1	21	-4
CCOC(=O)c1sc(NC(=O)c2ccco2)c(C#N)c1C
  0	-4	-12	11	7	0.0	-7	-2	-2
NC[C@H]1O[C@H](O[C@H]2[C@H](O)[C@@H](O[C@H]3O[C@H](CO)[C@@H](O)[C@H](N)[C@H]3O)[C@H](N)C[C@@H]2N)[C@H](N)C[C@@H]1O
  -1	-1	4	-2	-2	1.2	-9	-12	1
CC(=O)NC1=NN(C(C)=O)C(C)(c2ccccn2)S1 (stereo not drawn)
  -3	3	-7	-4	1	-2.0	0	-2	8
CCCCn1c(N)c(N(CC)C(=O)c2cccc(C)c2)c(=O)[nH]c1=O
  -6	-1	-1	1	0	1.5	5	-13	1
Cc1oc2cc3oc(=O)c(CC(=O)N[C@H](C(=O)N[C@@H](C(=O)O)c4ccccc4)C(C)C)c(C)c3cc2c1C
  -3	-4	-2	1	0	2.1	-1	3	9
Cc1cc(C)n(S(=O)(=O)/C=C/c2ccccc2)n1
  -2	0	-5	2	-3	-1.8	8	0	1
CC1(C)S[C@@H]2[C@H](NC(=O)[C@H](N)c3ccccc3)C(=O)N2[C@H]1C(=O)OC1OC(=O)c2ccccc21 (stereo partly drawn)
  -2	-1	0	2	1	-0.5	-2	2	7
CCOc1ccc(CNC(=O)CCc2cn(C)c3ccccc23)cc1OC
  2	-4	1	1	5	-1.4	5	-2	2
Cn1c(N)c(C(=O)COC(=O)CC2CC3CCC2C3)c(=O)n(C)c1=O (stereo not drawn)
  2	1	-4	-3	2	-0.6	1	0	3
NC(=O)C1CN(S(=O)(=O)c2ccc(Cl)cc2F)c2ccccc2O1 (stereo not drawn)
  4	5	9	-4	28	4.4	-10	-5	10
O=C(C(=O)N1CCc2ccccc2C1)c1cn(CC(=O)N2CCCC2)c2ccccc12
  4	-5	-7	2	8	2.9	8	1	-14
O=c1c2ccccc2n2c(-c3cccc(F)c3)nnc2n1Cc1ccccc1
  -6	-5	-1	-2	1	0.7	0	9	1
O=S(=O)(c1cccs1)N1CCN(CCOc2ccc(Cl)cc2)CC1
  nt	0	0	nt	-3	0.5	-8	nt	-2
Cc1ccc(S(=O)(=O)NN2C(=O)/C(=C/c3ccc(C(=O)O)cc3)SC2=S)cc1
  0	-1	-14	-3	0	1.3	-7	4	-8
CC1CN(C(=O)CCC(=O)NCCCN2CCC(Cc3ccccc3)CC2)c2cc(Cl)ccc2O1 (stereo not drawn)
  -3	3	2	0	0	-0.9	8	-4	0
CCN(CC)S(=O)(=O)c1ccc(NC(=O)CNC2CCCCC2)cc1
  -1	-3	4	-7	3	1.4	-7	2	3
COc1cc2c(cc1OC)CN(C(=O)c1ccco1)CC2
  -3	-3	4	2	1	0.4	-2	-4	-5
N#C/C(=C(/O)C(Cl)(Cl)Cl)c1nc2ccccc2[nH]1
  1	-2	2	-1	53*	2.6	-9	-1	-1
Cc1cccc(CS(=O)(=O)Cc2ccc(C(=O)NCCN3CCCCC3C)o2)c1 (stereo not drawn)
  4	-5	0	5	1	0.6	0	-4	1
Cc1sc(NC(=O)C(C)C)c(C(=O)Nc2ccccc2)c1C
  0	-4	1	-2	3	-0.7	4	-3	-1
COc1ccc(OC)c(/C=N\NC(=O)c2ccc(=O)n(C)c2)c1
  3	0	1	1	11	-1.6	4	-12	-9
COc1cc(-c2noc(C3CCCN(C(=O)c4ccccc4)C3)n2)cc(OC)c1OC (stereo not drawn)
  -5	-1	-1	-3	23	0.5	7	8	0
C=CCNC(=S)N1CCN(CCN=CC2=C(O)CC(c3cccs3)CC2=O)CC1 (stereo not drawn)
  1	-3	0	-2	4	-0.1	-8	-2	-3
CCc1cc(C(=O)Nc2nnc(C3CC3)s2)sc1C
  nt	-1	8	nt	10	0.7	-4	nt	0
CN(C)c1ccc(NC(=O)Cn2c(=O)n(Cc3ccccc3)c(=O)c3ccccc32)cc1
  0	-4	3	7	7	1.7	3	0	4
COc1cccc(CNC(=O)C2CCN(S(=O)(=O)c3cccs3)CC2)c1
  4	-3	3	-1	1	3.1	-1	-3	1
OCC1(Cc2ccccc2)CCN(C2CCN(c3ccc(F)c(F)c3)CC2)CC1
  -3	3	3	0	-2	0.3	0	-3	-3
CCc1cccc(C)c1NS(=O)(=O)Cc1ccccc1
  -2	-2	-5	0	-5	1.1	-9	8	10
O=C(COC(=O)c1ccc(O)cc1)NC(c1ccccc1)c1ccccc1
  nt	nt	3	nt	4	nt	4	nt	46*

Ordered by count of non-hydrogen atoms (descending): some entries from above.
Results follow in this order: TPT1 inh	PP1 inh	procasp3 activ	Fh CTSL1 inh	AHR activator	PP5 primary	proCasp7 act	HCV core dimer	PAFAH2 FP inh
CC1CN(C(=O)CCC(=O)NCCCN2CCC(Cc3ccccc3)CC2)c2cc(Cl)ccc2O1 (stereo not drawn)
  -3	3	2	0	0	-0.9	8	-4	0
Cn1c(N)c(C(=O)COC(=O)CC2CC3CCC2C3)c(=O)n(C)c1=O (stereo not drawn)
  2	1	-4	-3	2	-0.6	1	0	3
NC(=O)C1CN(S(=O)(=O)c2ccc(Cl)cc2F)c2ccccc2O1 (stereo not drawn)
  4	5	9	-4	28	4.4	-10	-5	10

Following part
Results follow in this order: TPT1 inh	PP1 inh	procasp3 activ	Fh CTSL1 inh	AHR activator	PP5 primary	proCasp7 act	HCV core dimer	PAFAH2 FP inh
COc1ccccc1CN1CC(C(=O)N2CCC(OC)CC2)CCC1=O (stereo not drawn)
  0	-1	9	-2	2	0.8	1	-4	-1
CCCCN(CC)CCNC(=O)CNC(=O)Cn1ccc2ccccc2c1=O
  -1	0	8	-2	0	0.8	-1	-1	-4
COc1cccc(NC(=O)CN(C)C(=O)COc2ccccc2Cc2ccccc2)c1
  nt	3	-1	nt	0	3.8	-6	nt	7
COc1ccc(OC)c(/C=N/NC(=O)c2cc3c(OC)cc(OC)cc3[nH]2)c1
  -3	-2	3	2	56*	3.8	23	-7	16
Cc1cccc2cc(C#N)c(SCC(=O)N3CCC(C)CC3)nc12
  6	6	7	1	42	2.5	4	28	2
OCCNc1nc(N2CCCC2)nc(N2CCCC2)n1
  0	-2	6	-2	1	-1.7	5	-4	6
O=C(CNC(=O)C1CCCCC1)OCn1nnc2ccccc2c1=O
  3	-1	-10	56*	3	-3.7	7	0	13
CCCCC(=O)NNC(=S)NC(=O)c1ccc([N+](=O)[O-])cc1
  3	-3	-7	5	0	-4.2	-14	0	5
CSc1nc(C)c(C(=O)C[n+]2ccccc2C)cc1C#N
  -3	-4	1	-2	4	1.4	5	-1	-3
Cc1ccc(S(=O)(=O)N(C)C[C@@H]2Oc3ccc(NC(=O)Cn4cnnn4)cc3C(=O)N([C@@H](C)CO)C[C@H]2C)cc1
  nt	nt	0	nt	-1	nt	4	nt	-3
Cc1ccc(NC(=O)C(C)OC(=O)/C=C/c2ccccc2)cc1S(=O)(=O)N1CCOCC1 (stereo not drawn)
  4	1	13	-10	15	2.0	0	29	-8
Cc1onc(-c2ccccc2Cl)c1C(=O)N1CCN(S(=O)(=O)c2ccc(F)c(F)c2)CC1
  -2	-1	-1	0	0	2.4	-5	-5	5
Cc1cc(C)c2[nH]c(=O)c(C(c3nnnn3Cc3ccc4c(c3)OCO4)N3CCCCC3)cc2c1 (stereo not drawn)
  -4	-3	5	1	3	-2.5	2	25	4
CS(=O)(=O)N1CCN(c2ccccc2[N+](=O)[O-])CC1
  2	0	-4	0	1	-0.3	-14	-1	2
CCOC(=O)c1ccc(NC(=O)c2nc[nH]c2C(=O)NC2CCN(C(=O)OC(C)(C)C)CC2)cc1
  -4	4	3	-2	3	0.6	1	-1	-4
COc1ccccc1-n1cc(-c2ccc(C)cc2)[nH]c1=S
  2	0	-12	-3	109*	2.8	-18	0	0
Cc1cc(C)c(CN2CCN(C(=O)Cn3cnc4c(OCc5ccccc5)ncnc43)CC2)c(C)c1
  nt	nt	5	nt	-6	nt	5	nt	-10
CSCCC(NS(=O)(=O)c1ccc2c(c1)OCCO2)C(=O)N(C)Cc1ccc(F)cc1 (stereo not drawn)
  1	-2	1	0	1	-1.1	7	3	0
CSc1ccccc1OCc1cc(C(=O)N2CCCC2c2nonc2C)no1 (stereo not drawn)
  1	3	-2	-1	11	3.4	7	5	9
COc1ccccc1/C=C/C(=O)NCc1ccccn1
  -1	-2	0	3	30	0.9	9	5	4
O=C(Nc1ccccc1NC(=O)c1ccccc1Cl)c1ccccc1Cl
  0	-2	8	-2	2	1.6	8	10	-1
Cn1c(=O)c2c(nc(CN3CCC(C(N)=O)CC3)n2Cc2ccccc2Cl)n(C)c1=O
  -1	3	4	2	-2	4.7	-11	-1	3
O=C(CN1C(=O)S/C(=C\c2ccccc2)C1=O)NCCCn1ccnc1
  -2	0	-1	-1	1	1.7	-3	5	-4
CC(Sc1nncs1)C(=O)NCc1ccc2c(c1)OCO2 (stereo not drawn)
  -2	3	-3	-1	4	-0.5	12	9	5
COc1ccc(C(=O)Nc2cccc(-c3ccc4nncn4n3)c2)cc1
  2	-2	2	-1	9	2.1	4	4	-4
COc1ccc(S(=O)(=O)N2CCOC23CCN(S(=O)(=O)c2ccccc2)CC3)cc1
  0	-5	-2	4	1	-2.3	1	4	2
COc1ccc(C2Nc3ccccc3C(=O)N2Cc2ccccc2)cc1COc1ccccn1 (stereo not drawn)
  -3	5	-4	-8	-3	-0.3	7	1	9
COc1ccc(C(=O)OCCOc2ccccc2C(C)=O)c(O)c1
  -1	1	-1	4	4	-0.7	4	2	-3
COc1cc(/C=N/N2CCN(Cc3ccc(Cl)cc3)CC2)cc(Br)c1O
  1	-3	-8	3	0	1.8	-1	-5	0
COCCNC(=O)C(c1ccc(F)cc1)N(C(=O)CCC(=O)Nc1ccccn1)c1cccc(C)c1 (stereo not drawn)
  1	0	4	2	0	-0.8	-1	-6	-6
COc1cc2c(-c3ccc4cc[nH]c4c3)c(-c3ccsc3)oc(=O)c2cc1OC
  nt	1	4	nt	18	1.8	15	nt	-11
CCCN(CC(=O)Nc1cc(Cl)ccc1Cl)C(=O)/C=C/c1cc(OC)ccc1OC
  nt	nt	14	nt	31	nt	16	nt	-3
